# Pf growth 48h – P. falciparum growth inhibition at 48 hours (one generation); P. falciparum luciferase growth in erythrocytes, 48 h; AID 504832; 310,000 tested, 5.9% active; Potency, µM (highest dose often 28.7 µM), without a hit: at the highest dose activity change, negative = inhibition, actives largely listed as inhibitors; further: potency means the concentration at half of the fitted maximal effect; on the % scale 0 is the no-effect control and ±100 the full control effect
#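 Read-out is firefly luciferase luminescence from an integrated reporter in P. falciparum, so falling signal marks reduced parasite growth. Infected erythrocytes were at 2% hematocrit and 0.1% parasitemia (final) in Albumax-supplemented RPMI 1640.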
# Pf growth 96h – P. falciparum growth inhibition at 96 hour, primary screen for plastid delayed-death inhibitors; P. falciparum luciferase reporter growth, 96 h; Potency, µM (doses to about 28.7 µM), without a hit: top-dose activity change, negative = inhibition, most hits filed as inhibitors; 320,000 tested, 6.9% active; AID 504834; further: potency means the concentration at half of the fitted maximal effect; on the % scale 0 is the no-effect control and ±100 the full control effect
#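 Compounds incubated with erythrocytes infected by luciferase-expressing P. falciparum (2% hematocrit, 0.05% parasitemia final) for 96 hours, 37 C in 5% CO2. Growth inhibition scored as decreased luciferase luminescence.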
# Shiga inhibitor – Shiga toxin inhibition. Vero cells, Shiga toxin protein synthesis inhibition reporter. inhibition, % at 38.7 µM. 290,000 tested, 9.2% active; in the data active means inhibition mostly above about 28%, no sharp cut-off; inactive means mostly below about 43%; further: 0% is about no effect
# Tb PYK inh – inhibitors of Trypanosoma brucei pyruvate kinase; TbPYK enzyme, Kinase-Glo Plus ATP luminescence, 45 min; Q57TT1; 410,000 tested, 0.12% active; Potency, µM (series often up to 76.8 µM), for the others: at the highest dose activity, negative = inhibition, most hits filed as inhibitors; AID 624173; further: potency means the concentration at half of the fitted maximal effect; on the % scale 0 is the no-effect control and ±100 the full control effect; nearly all actives have a fitted effect of over 50% in size
#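 In this concentration-response screen, enzyme-free wells defined baseline while DMSO plates tracked drift. Each reaction combined TbPYK, substrate, compound and 130 uM ADP for 45 min at room temperature. Kinase-Glo Plus luminescence gave the signal.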
# LmPK inhibitor – blocks Leishmania mexicana pyruvate kinase activity | AID 1721 | purified LmPK, Kinase-Glo ATP luminescence, 1 h | 290,000 tested, 0.37% active | Potency, µM (series often up to 57.5 µM), without a hit: top-dose activity change, negative = inhibition, actives largely listed as inhibitors | Q27686; further: potency means the concentration at half of the fitted maximal effect; on the % scale 0 is the no-effect control and ±100 the full control effect
# Target sequence (Q27686 whole entry, looked up): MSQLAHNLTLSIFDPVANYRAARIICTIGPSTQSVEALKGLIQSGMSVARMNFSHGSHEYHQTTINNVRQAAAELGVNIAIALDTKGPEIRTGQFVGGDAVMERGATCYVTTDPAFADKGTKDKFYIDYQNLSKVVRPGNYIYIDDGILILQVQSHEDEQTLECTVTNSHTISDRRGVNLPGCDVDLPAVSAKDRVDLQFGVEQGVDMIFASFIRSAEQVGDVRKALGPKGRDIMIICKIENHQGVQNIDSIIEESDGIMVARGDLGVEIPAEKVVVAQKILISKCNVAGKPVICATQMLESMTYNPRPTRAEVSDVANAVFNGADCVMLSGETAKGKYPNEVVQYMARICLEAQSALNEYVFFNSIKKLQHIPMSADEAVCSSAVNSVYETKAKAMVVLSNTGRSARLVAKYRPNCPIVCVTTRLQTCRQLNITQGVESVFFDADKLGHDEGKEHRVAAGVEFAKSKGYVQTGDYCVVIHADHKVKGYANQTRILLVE
#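 0.1 nM LmPK, 0.5 mM PEP, 0.1 mM ADP; 50 mM imidazole pH 7.2, 7 mM MgCl2, 50 mM KCl; 1 h RT. Kinase-Glo luminescence readout, normalized to no-enzyme (full inhibition) and uninhibited wells.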
# AmpC inh no detg – inhibitors of E. coli AmpC beta-lactamase without detergent; P00811; Potency, µM (top dose mostly 57.1 µM), for inactives: top-dose activity change, negative = inhibition, actives largely listed as inhibitors; AID 485341; 330,000 tested, 0.52% active; AmpC nitrocefin hydrolysis, absorbance 480 nm, 0.0001% Triton;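 further: potency means the concentration at half of the fitted maximal effect; plate controls were no compound for no effect and no enzyme for full effect; nearly all actives have a fitted effect of over 20% in size; some results filed as inactive show a strong effect at the top dose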
# Target sequence (P00811 whole entry, looked up): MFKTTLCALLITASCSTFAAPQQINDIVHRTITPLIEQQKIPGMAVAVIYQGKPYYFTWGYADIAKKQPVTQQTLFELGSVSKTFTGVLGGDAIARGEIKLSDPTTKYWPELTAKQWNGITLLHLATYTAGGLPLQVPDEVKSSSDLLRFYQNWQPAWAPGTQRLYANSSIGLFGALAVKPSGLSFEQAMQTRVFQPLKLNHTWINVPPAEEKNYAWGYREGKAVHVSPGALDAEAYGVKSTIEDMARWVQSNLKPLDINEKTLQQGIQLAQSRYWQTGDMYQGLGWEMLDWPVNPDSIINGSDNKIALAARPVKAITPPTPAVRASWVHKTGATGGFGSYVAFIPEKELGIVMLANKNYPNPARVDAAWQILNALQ
#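 AmpC (5.3 nM in the dispensed reagent) in 20 mM phosphate pH 7.0 with 0.01% (detergent screen) or 0.0001% Triton X-100 was preincubated with compounds for 15 min at room temperature. Nitrocefin was then added from an 800 uM solution, and hydrolysis was followed at 480 nm.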
# Cycloheximide cs – affects cycloheximide protein synthesis inhibition readout, counter-screen; 300,000 tested, 12% active; max response, %; cell reporter, cycloheximide protein synthesis inhibition counterscreen; in the data active means max response mostly above about 13%, no sharp cut-off; inactive means mostly below about 14%; further: read at 38.3 µM for the half of the compounds with a filed dose; 0% is about no effect
# * hit, by the source's call; ? = inconclusive; . = no result given; & = joins results of further samples; [ ] = remark or other dose. Unless noted, the call rests on the fitted dose curve; in most records, active means well fitted curve in the direction sought with a large enough effect; inconclusive means small, poorly fitted or top-dose-only effect, or another doubt; inactive means no such curve, though single readings can be large; an effect the other way counts as inactive or inconclusive.
compound	Pf growth 48h	Pf growth 96h	Shiga inhibitor	Tb PYK inh	LmPK inhibitor	AmpC inh no detg	Cycloheximide cs
COc1cccc(NC(=O)c2nnn(CC(=O)Nc3cc(C)cc(C)c3)c2N)c1	42.1%[activator]	37.6%[activator]	-9.0	-23.0%	2.1%	-17.6%	8.8
OC(COc1ccc2ccccc2c1)Cn1ccnc1 (stereo not drawn)	-1.9%	-2.8%[5.75 µM]	24.2	2.2%	4.0%	-12.7%	10.2
Cc1c(OCC(=O)NCCN2CCOCC2)ccc2c1oc(=O)c1ccccc12	?	?	11.4	-9.3%	1.7%	152.0%[activator]	-2.5
O=C(Nc1ccc(Cl)cc1C(=O)Nc1ccncc1)c1ccco1	?	.	-18.3	-0.9%	5.3%	-0.9%	-3.1
CCN(CC(=O)NCc1ccc(F)cc1)C(=O)COc1ccc2ccccc2c1	-3.0%	?	-3.4	1.4%	3.6%	10.5%	-2.1
CC(OC(=O)CC1CCCCC1)C(=O)Nc1ccc(S(N)(=O)=O)cc1 (stereo not drawn)	-19.6%	-3.7%	.	8.4%	.	-29.8%	.
Cc1nc(N2CCC(C)CC2)c2c(C)c(C(=O)Nc3cc(F)ccc3C)sc2n1	?	?	-3.5	-7.3%	8.3%[11.5 µM]	-13.4%	4.4
C/C(=N\Nc1cc(C)nc(-c2ccccc2O)n1)c1ccccc1O	?	?	5.4	-6.5%	0.6%	-15.9%	9.2
CCOc1cc(NS(=O)(=O)CC)c(OCC)cc1NC(=O)c1ccco1	?	.	-1.3	-5.3%	-6.0%	42.3%	0.3
O=C(NC1(C(F)(F)F)C(=O)Nc2c1c(=O)[nH]c(=O)n2-c1ccc(F)cc1)c1cccnc1 (stereo not drawn)	?	49.8%[activator]	35.2	.	-4.7%	-0.2%	1.2
CC1CCCC(C)N1C(=O)Cn1cc(C#N)c2ccccc21 (stereo not drawn)	?	-89.0%	-6.6	2.8%	3.6%	-10.1%	-3.4
COc1ccc(NC(=O)c2cc3ccccc3cc2O)cc1	?	8.28µM*	62.3*	-1.2%	-0.2%	-38.0%	33.4*
CCCC1NC(=S)NC(C)=C1C(C)=O (stereo not drawn)	0.4%	?	16.8	-3.4%	-5.2%	-15.0%	7.2
Cc1cc(C)n2c(=S)[nH]nc2n1	10.0%	0.3%[5.75 µM]	-3.2	10µM*	1.2%	1.5%	-4.4
Nc1nc2ccc(-c3nc4ccccc4o3)cc2s1	246.0%[activator]	50.6%[activator]	13.2*	-1.9%	-4.4%	-5.3%	36.4*
CCCSc1nnc2c(n1)OC(c1cccn1C)N(C(C)=O)c1ccccc1-2 (stereo not drawn)	38.7%[activator]	230.7%[activator][5.75 µM]	-5.4	3.3%	-0.5%	-25.0%	-2.5
CSc1ccc(S(=O)(=O)N2CCC(C(=O)NC3CC3)CC2)cc1	4.15µM*	-8.8%	2.8	-3.3%	3.7%	-5.6%	-5.3
OCCN(CCO)Cc1ccc(Br)cc1	.	-2.8%	-7.0	14.9%	-3.4%	-26.7%	-4.8
CCN(CC)CCN(CC(=O)N(C1CCCCC1)C1CCCCC1)C(=O)c1ccco1	-17.7%	34.4%	-6.7	14.3%	-2.5%	40.7%	-6.6
CC(Sc1nc2c([nH]c3ccccc32)c(=O)n1C)c1ccccc1 (stereo not drawn)	-8.8%	-2.3%	-17.9	0.2%	-2.0%[11.5 µM]	-16.2%	-7.4
N#Cc1ccccc1OCC(=O)N(C1CCCCC1)C1CCS(=O)(=O)C1 (stereo not drawn)	-1.1%	0.4%	.	7.6%	.	-7.3%	.
CCOc1ccc(NC(=O)Cn2cncc2-c2ccc([N+](=O)[O-])cc2)cc1	7.8%	?	-12.0	3.1%	-0.2%	-18.7%	-6.1
CCCCn1c(N)c(N(Cc2ccccc2OC)C(=O)C(C)C)c(=O)[nH]c1=O	8.6%	-16.2%	-13.7	-7.0%	-4.7%	139.2%[activator]	-1.9
Cc1ccn2cc(C(=O)Nc3cccc(C(=O)NC4CC4)c3)nc2c1	-27.4%	?	.	-8.2%	.	-16.4%	.
O=C(NCCc1ccccn1)c1ccc2nc(Cc3ccccc3F)oc2c1	32.5%[activator]	13.8%	105.1*	3.3%	-12.0%	37.3%	62.1*
Cn1nc([N+](=O)[O-])nc1Sc1cccc2cccnc12	?	22.5%	4.7	-1.1%	4.0%	-17.1%	4.4
CC1Sc2ccc(S(=O)(=O)N3CCC(C(=O)N(C)Cc4ccco4)CC3)cc2NC1=O (stereo not drawn)	11.7µM*	3.1%	-1.0	-3.3%	0.2%	40.1%	1.7
O=C(CSc1nnc(-c2ccccc2Br)o1)N1CCN(C(=O)c2ccco2)CC1	-18.0%	1.1%	25.4	3.9%	0.6%	59.3%	14.9
Cc1cc(=O)oc2cc(OCC(=O)Nc3ccc(N4CCC(C)CC4)cc3)ccc12	?	?	5.1	0.7%	8.2%	12.5%	-3.6
Cc1nnsc1-c1c(C(=O)N2CCOCC2)c(C)nn1-c1ccc(Cl)cc1	-19.9%	?	-7.9	3.3%	-2.5%	16.8%	4.6

# Reformatted with two lines to a compound: nine of the compounds above
# Second line of a record: Pf growth 48h | Pf growth 96h | Shiga inhibitor | Tb PYK inh | LmPK inhibitor | AmpC inh no detg | Cycloheximide cs
> CCOc1ccc(NC(=O)Cn2cncc2-c2ccc([N+](=O)[O-])cc2)cc1
→ 7.8% | ? | -12.0 | 3.1% | -0.2% | -18.7% | -6.1
> CCCCn1c(N)c(N(Cc2ccccc2OC)C(=O)C(C)C)c(=O)[nH]c1=O
→ 8.6% | -16.2% | -13.7 | -7.0% | -4.7% | 139.2%[activator] | -1.9
> Cc1ccn2cc(C(=O)Nc3cccc(C(=O)NC4CC4)c3)nc2c1
→ -27.4% | ? | . | -8.2% | . | -16.4% | .
> O=C(NCCc1ccccn1)c1ccc2nc(Cc3ccccc3F)oc2c1
→ 32.5%[activator] | 13.8% | 105.1* | 3.3% | -12.0% | 37.3% | 62.1*
> Cn1nc([N+](=O)[O-])nc1Sc1cccc2cccnc12
→ ? | 22.5% | 4.7 | -1.1% | 4.0% | -17.1% | 4.4
> CC1Sc2ccc(S(=O)(=O)N3CCC(C(=O)N(C)Cc4ccco4)CC3)cc2NC1=O (stereo not drawn)
→ 11.7µM* | 3.1% | -1.0 | -3.3% | 0.2% | 40.1% | 1.7
> O=C(CSc1nnc(-c2ccccc2Br)o1)N1CCN(C(=O)c2ccco2)CC1
→ -18.0% | 1.1% | 25.4 | 3.9% | 0.6% | 59.3% | 14.9
> Cc1cc(=O)oc2cc(OCC(=O)Nc3ccc(N4CCC(C)CC4)cc3)ccc12
→ ? | ? | 5.1 | 0.7% | 8.2% | 12.5% | -3.6
> Cc1nnsc1-c1c(C(=O)N2CCOCC2)c(C)nn1-c1ccc(Cl)cc1
→ -19.9% | ? | -7.9 | 3.3% | -2.5% | 16.8% | 4.6

# Continuation:
# Field names: A = Pf growth 48h; B = Pf growth 96h; C = Shiga inhibitor; D = Tb PYK inh; E = LmPK inhibitor; F = AmpC inh no detg; G = Cycloheximide cs
COc1ccc(C(=O)Nc2cc(C(F)(F)F)ccc2-n2cncn2)cc1
  A = . | B = ? | C = -16.2 | D = -6.8% | E = 5.9% | F = 2.0% | G = -2.7

CCOc1ccccc1OCCn1ncc2ccc(OC)c(OC)c2c1=O
  A = -11.4% | B = ? | C = 26.8 | D = -4.5% | E = -3.4% | F = 26.7% | G = 18.1*

O=C1CCCN1CC(O)CS(=O)(=O)c1ccc(Cl)cc1 (stereo not drawn)
  A = 2.1% | B = 22.3% | C = 2.8 | D = 1.6% | E = 7.7% | F = 13.0% | G = 0.2

Cc1cccc(NS(=O)(=O)c2ccc3nc(-c4ccccc4)[nH]c3c2)c1C
  A = -2.5% | B = -19.1% | C = -13.3 | D = 4.3%&-0.2% | E = -0.9% | F = -23.0% | G = -1.7

O=C(CSc1ccccn1)Nc1ccc2c(c1)CCC2
  A = 99.4%[activator] | B = 66.5%[activator] | C = . | D = -4.1% | E = . | F = -25.4% | G = .

O=C(Nc1ccc(Cl)cc1)c1cc(S(=O)(=O)Nc2ccccn2)ccc1Cl
  A = 0.4% | B = 30.6%[activator] | C = -5.1 | D = 0.8% | E = 0.2% | F = -18.4% | G = -2.7

Cc1ccc(C)c(OCCSc2nnc(C)c(=O)[nH]2)c1
  A = 7.2% | B = 8.7% | C = 16.6 | D = -1.9% | E = -3.0% | F = -20.1% | G = -2.2

COC(=O)C1=C(C)NC(=S)NC1c1ccc(OCC(=O)N2CC(C)OC(C)C2)c(OC)c1 (stereo not drawn)
  A = ? | B = ? | C = . | D = 11.0% | E = . | F = 1.0% | G = .

CCCOc1ccc(-c2c(C(=O)N/N=C/c3ccsc3)nnn2-c2nonc2N)cc1
  A = -18.5% | B = 12.4% | C = -5.0 | D = -3.2% | E = 3.3% | F = -36.0% | G = 11.6

Cc1nnc(NC(=O)c2ccc(C)c(S(=O)(=O)N3CCOCC3)c2)s1
  A = -8.0% | B = -2.0% | C = 22.0 | D = 2.6% | E = 0.5% | F = . | G = 1.8

O=[N+]([O-])c1cccc(CCl)c1
  A = 36.3%[activator] | B = 59.2%[activator] | C = . | D = -0.1% | E = . | F = -4.3% | G = .

Cc1cccc(C(=O)OCC(=O)Nc2ccccc2C(=O)NC2CC2)c1
  A = ? | B = ? | C = . | D = 2.5% | E = . | F = -21.3% | G = .

CCOc1ccc2nc(COC(=O)c3ccco3)c(C(C)=O)[n+]([O-])c2c1
  A = 20.6% | B = 54.8%[activator] | C = 1.2 | D = -9.0% | E = 3.1% | F = 4.8% | G = 8.1

O=C(NCc1ccccc1CN1CCCC1)c1cccc(S(=O)(=O)N2CCOCC2)c1
  A = -27.4% | B = ? | C = . | D = 1.6% | E = . | F = -25.7% | G = .

Oc1cnn(-c2ccccc2)c1
  A = 48.8%[activator] | B = . | C = 16.6 | D = -8.4% | E = 0.1% | F = -4.7% | G = 15.5*

CCn1c(C)c(C(C)=O)cc(C#N)c1=O
  A = 40.8%[activator] | B = 70.1%[activator] | C = 12.1 | D = 0.8% | E = -3.2% | F = -8.1% | G = 8.6

O=c1cc(CN2CCN(c3ccccn3)CC2)nc2sccn12
  A = 11.8% | B = -15.3% | C = -6.4 | D = -0.8% | E = 1.1% | F = -5.6% | G = -1.3

CC1(C)c2ccccc2N2CC(=O)NC21/C=C/c1ccco1 (stereo not drawn)
  A = ? | B = ? | C = -22.6 | D = -16.9% | E = -2.9% | F = -10.3% | G = 4.2

O=C(O)CNC(=S)N(Cc1cccs1)C1CCCCC1
  A = 9.0% | B = 15.0% | C = -5.7 | D = -1.9% | E = 1.1% | F = -46.1% | G = 0.2

O=C(N/N=C/c1ccccc1OC(F)F)C1=COCCO1
  A = 0.0% | B = 25.5% | C = 63.6* | D = -1.0% | E = -6.9% | F = -13.2%[11.4 µM] | G = 27.4*

O=C1CC(N(O)C2CC(=O)N(Cc3ccccc3)C2=O)C(=O)N1Cc1ccccc1 (stereo not drawn)
  A = ? | B = ? | C = -3.8 | D = -20.9% | E = 4.5% | F = -17.7% | G = -2.9

S=C1NC2=C(CCCC2=C2SCCS2)C(c2ccccc2)N1 (stereo not drawn)
  A = -18.2% | B = ? | C = 24.1 | D = -13.3% | E = -2.8% | F = -49.6% | G = 14.8
